Growth percent in the NCI-60 one-dose screen (48 h, 10 µM unless noted): 100 = growth as untreated, 0 = no growth, -100 = all killed.
M14 – M14 melanoma. AID 1794745. 80,000 tested, 6.2% active
EKVX – EKVX NSCLC; 71,000 tested, 3% active
SK-MEL-2 – SK-MEL-2 melanoma; 77,000 tested, 4.7% active
HOP-92 – HOP-92 NSCLC cells. 71,000 tested, 6.3% active. AID 1794738
A549/ATCC – A549/ATCC NSCLC. 81,000 tested, 3.7% active. AID 1794740
HOP-62 – HOP-62 NSCLC; 80,000 tested, 3.9% active; AID 1794735
SK-MEL-5 – SK-MEL-5 melanoma. 80,000 tested, 6.4% active
SK-MEL-28 – SK-MEL-28 melanoma. 81,000 tested, 4.1% active
The depositor's hits bear a star; nt = not tested or not shown; & = joins results of further samples. How the source made its calls: active means growth percent below 10; inactive means the rest.

SMILES	M14	EKVX	SK-MEL-2	HOP-92	A549/ATCC	HOP-62	SK-MEL-5	SK-MEL-28
CC1=C(C(=O)OCc2ccccc2)C(c2ccc3ccccc3c2)n2c(nc3ccccc32)N1 (stereo unspecified)	66	56	91	91	64	27	75	83
CCn1c(Sc2nnc(NC(=O)CCCl)s2)nc2c1c(=O)n(C)c(=O)n2C	90	96	100	92	98	96	99	100
NS(=O)(=O)c1ccc(Nc2nc(SCc3ccccc3)nc3ccccc23)cc1	75	78	92	55	53	86	50	92
Nc1nc2ccc3[nH]ncc3c2c2c1CCCC2	1.7*	-4.3*	-7.5*	-13*	8.6*	2.8*	nt	9.5*
Nc1ccc(C(=O)Nc2ccc3c(O)cc(S(=O)(=O)O)cc3c2)cc1	95	112	95	99	103	110	101	125
CCN(CC)CCNC(=O)Nc1cccc2ccccc12	103	109	95	95	98	94	101	113
N#Cc1c(-c2ccco2)[nH]c(=S)n(N=O)c1=O	119	94	94	93	112	103	95	123
CS(=O)(=O)NNC(=O)c1ccc(-n2nc(-c3ccccc3)c3ccccc32)cc1	84	93	102	109	67	104	84	104
Cc1ncccc1C(=O)Nc1ccc(-n2cnc3ccccc32)cc1	99	105	100	98	97	102	97	110
CC(=O)N(CC(=O)N(CC(=O)O)c1ccc(Cl)cc1)c1ccc(Cl)cc1	113	95	107	88	98	96	106	104
CN(CCNCc1ccccn1)CCNCc1ccccn1	-18*	24	-2.1*	-7.3*	0.1*	4.1*	-32*	11
C=CCOc1cccc(NC(=O)C[N+](CCC)(CCC)Cc2ccc(Cl)cc2)c1	87	91	84	52	91	71	39	81
NNC(=O)COc1ccccc1	100	100	75	112	80	85	100	102
NC(C(=O)O)c1ccc([N+](=O)[O-])cc1 (stereo unspecified)	99	98	nt	nt	109	97	105	101
CN(C)c1ccc(C(=O)c2ccc(N(C)C)c(N)c2)cc1N	13	51	62	91	56	53	3.2*	62
O=C(/C=C/c1cccs1)Nc1ncc(Cc2ccc(Cl)c(Cl)c2)s1	29	58	77	78	59	62	42	64
COc1cccc(C2CC(=O)Nc3c(-c4cccc(F)c4)nsc32)c1 (stereo unspecified)	89	nt	87	nt	89	85	97	106
O=C(CCCCC(=O)Nc1ccc2c(c1)/C(=C/c1ccc[nH]1)C(=O)N2)NO	59	nt	59	nt	96	94	65	60
Clc1ccc(/C=N/N=C/c2ccc(Cl)cc2)cc1	117	nt	96	102	90	99	103	100
CC1=NN2C(=NC3=C(CCC/C3=C\c3ccc(Cl)cc3)C2c2ccc(Cl)cc2)S1 (stereo unspecified)	92	nt	86	78	87	115	97	99
CCC(N)C(O)(c1ccccc1)c1ccccc1 (stereo unspecified)	98	102	105	90	103	92	105	108
Cc1ccc2sc3c(NCc4ccccc4)nc4ccccc4c3c(=O)c2c1	102	83	108	71	94	106	97	106
O=C1CC(c2ccc(Cl)cc2)c2cnn(Cc3ccc4c(c3)OCO4)c2N1 (stereo unspecified)	107	88	80	81	62	82	72	102
O=C(Cn1cc(CN2C(=O)c3ccc([N+](=O)[O-])cc3C2=O)nn1)Nc1ccc(F)cc1	108	105	112	91	104	109	100	107
Oc1ccc(/C=N/Nc2ccc3nnc(-c4ccccc4)n3n2)cc1	89	63	103	68	75	96	nt	97

Continuation.
SMILES	M14	EKVX	SK-MEL-2	HOP-92	A549/ATCC	HOP-62	SK-MEL-5	SK-MEL-28
Clc1ccccc1/C=C1\c2ccccc2-c2nc3ccccc3nc21	102	100	97	82	99	101	120	125
Fc1ccc(Nc2ccc3cc(OCCCN4CCOCC4)ccc3n2)cc1F	-6.6*	61	nt	53	43	66	60	43
O=Cc1cc2ccccc2c2ccccc12	104	nt	96	106	103	85	90	111
CCCCCN1C(=O)/C(=c2\sc3n(c2=O)NC2C(N=3)N(CC)C(=O)N2CC)c2ccccc21 (stereo unspecified)	54	73	77	53	59	81	86	61
Cc1cn(C2CC(O)C(CO)O2)c(=O)n(CCCc2ccccc2)c1=O (stereo unspecified)	108	116	116	109	116	100	104	105
O=C1c2ccccc2-c2ccccc2C1(Cl)Cl	-70*	-93*	-71*	-78*	-21*	-98*	-95*	nt
O=C(c1ccc(Cl)cc1Cl)C(Cl)Cl	100	113	106	105	99	108	89	115
O=C(Nc1ccc(Cl)cc1[N+](=O)[O-])C(=O)Nc1ccc(Cl)cc1[N+](=O)[O-]	107	104	120	80	104	99	102	110
O=C1N=c2ccc(Cl)cc2=C1c1sc(=Nc2ccccc2)n(Cc2nc3ccccc3[nH]2)c1O	108	nt	115	nt	109	70	98	105
Cc1cc(C)n(-c2cn3c(-c4ccc(Cl)cc4)csc3n2)n1	101	nt	113	75	86	97	85	98
Cc1nc2n[nH]c(N)c2nc1C	125	106	103	100	99	104	97	105
O=[N+]([O-])c1ccc(-c2cc3c(NCCc4ccccc4)ncnc3s2)cc1	92	81	89	97	62	82	94	102
O=C(O)CCCCC1SCC2NC(=O)NC21 (stereo unspecified)	107&103	116&109	116&116	nt	93&109	103&108	99&100	115&104
CC(O)CC(C)(C)N (stereo unspecified)	97	109	nt	81	110	106	103	102
COc1ccc(NC(=O)Nc2nc3ccc([N+](=O)[O-])cc3s2)cc1	58	9.2*	33	-5.8*	30	25	-71*	48
CC(=O)Nc1cccc(Nc2nc(N[C@H]3CCCc4ccccc43)c3ccccc3n2)c1	101	99	123	110	104	102	105	104
O=C(Nc1ccc(C(F)(F)F)cc1)Nc1nccnc1OCc1ccc(Cl)cc1	96	95	103	97	98	78	103	109
CC1SC(c2ccc(Cl)cc2)N(CCc2cccs2)C1=O (stereo unspecified)	-13*	-13*	-73*	nt	1.1*	15	-99*	8.2*
NC(CO)C(=O)NNCc1ccc(O)c(O)c1O (stereo unspecified)	98	115	101	100	93	97	nt	118
COc1ccc(CCNC(=O)COc2cc3c(Nc4ccc(F)c(Cl)c4)ncnc3cc2OC)cc1OC	101	78	87	88	85	96	92	98
N#CC1=C(N)Oc2cc3ccccc3cc2C1c1cc(=O)oc2ccc(Cl)cc12 (stereo unspecified)	100	96	80	112	92	98	104	107
CCCCCCCn1cc2c(N[C@H](C)c3ccccc3)ncnc2n1	100	88	123	94	106	96	109	108
CC(=O)OCC(=O)C1(O)CCC2C3CCC4C(OC(C)=O)C(=O)CCC4(C)C3C(=O)CC21C (stereo unspecified)	109	117	108	93	101	107	108	113
COc1ccc(C2(C)C(C#N)C(=O)NC(=O)C2C#N)cc1 (stereo unspecified)	99	101	nt	88	94	97	114	105
O=c1c2c3c(sc2nc(N/N=C/c2ccc(Br)cc2)n1Cc1ccccc1)CCCC3	76	74	102	58	75	66	87	120

Next section:
SMILES	M14	EKVX	SK-MEL-2	HOP-92	A549/ATCC	HOP-62	SK-MEL-5	SK-MEL-28
CN(O)c1nc(N(C)O)nc(N2CCOCC2)n1	16	5.2*	63	52	33	35	34	61
COc1ccccc1NC(=O)Nc1cc(C(C)C)ccc1C	97	108	108	82	93	93	111	110
COc1cc2c(Nc3ccc(S(N)(=O)=O)cc3)cccc2c(OC)c1OC	120	89	98	66	96	76	100	96
Cc1ccc(S(=O)(=O)/N=C2\NNC(C)(c3ccccc3O)N2C(Cc2c[nH]c3ccccc23)C(=O)O)cc1 (stereo unspecified)	97	41	100	94	87	95	95	100
Oc1nc(Nc2ccccc2C(F)(F)F)sc1C=Nc1ccccc1C(F)(F)F	97	100	114	72	96	97	98	101
Cn1c(=O)c2c(nc(N/N=C/c3cccc(Br)c3)n2C)n(C)c1=O	108	101	107	92	110	116	94	109
C=NNc1ccccc1	95	93	123	78	84	101	99	117
COc1ccc(OC)c(-c2nc(SCC(=O)c3ccc(Br)cc3)nc(Nc3cccc(S(N)(=O)=O)c3)c2C#N)c1	93	82	96	nt	73	104	95	100
COC(=O)[C@]12CCC(C)(C)C[C@H]1[C@H]1C(=O)C[C@@H]3[C@@]4(C)CC[C@H](O)C(C)(C)[C@@H]4CC[C@@]3(C)[C@]1(C)CC2	85	92	95	82	77	93	110	101
Cc1cccc(C)c1NC(=O)CSC(=S)N1CCCCC1	102	97	98	107	101	107	112	105
N#Cc1ccc2[nH]c3c(c2c1)CCCC3	114	71	91	67	93	nt	104	103
COC(=O)C1(CC(=O)c2ccc(Cl)cc2)NC(=S)NC(=O)C1C#N (stereo unspecified)	115	107	105	87	140	112	104	118
Nc1ccc2c(c1)N=[N+]([O-])c1cc(N)ccc1C2	102	69	87	104	102	99	109	105
O=C(CSc1nc2ccccc2[nH]1)Nc1ccc(Br)cc1	103	83	103	82	91	84	94	97
CCNC(=O)NNC(=O)c1ccncc1	121	111	113	99	108	104	105	119
N#CC(C(N)=O)c1ccccc1 (stereo unspecified)	98	100	98	84	98	96	100	123
Cc1c2ccccc2nc2cc3c(cc12)[C@H]1CC[C@]2(C)C(=O)CC[C@H]2[C@@H]1CC3	102	92	103	87	87	105	89	111
COc1cc(Cl)cc(-c2nn(-c3cccc(NC(=O)Nc4ccc(Cl)c(C(F)(F)F)c4)c3)cc2-c2ccncc2)c1	4.0*	nt	-34*	nt	5.2*	13	-71*	24
O=C(CS(=O)(=O)c1ccccc1)c1cc2ccccc2o1	97&112	94	108&103	80&78	103&95	107&100	98&100	97&105
N=C(N)c1ccc(-c2ccc(-c3ccc4ccccc4c3)s2)cc1	100	105	104	79	71	98	94	100
CCOC(=O)C1=C(c2ccccc2)N=C2SC=C(c3cccc([N+](=O)[O-])c3)N2C1c1ccc(O)cc1 (stereo unspecified)	101	99	97	90	100	99	98	104
OCc1cnccc1NCCCCOc1ccccc1	101	97	102	93	105	92	99	100
COc1cccc(/C=C2/SC(=S)N(Cc3ccco3)C2=O)c1OC	92	nt	nt	60	96	105	95	102
ICC1COC(CI)CO1 (stereo unspecified)	102	119	94	129	104	98	102	105
N#Cc1ccc2nc[nH]c2c1	107	104	102	101	101	110	102	108

Compound profiles (already shown). Order of values: M14 | EKVX | SK-MEL-2 | HOP-92 | A549/ATCC | HOP-62 | SK-MEL-5 | SK-MEL-28
`N=C(N)c1ccc(-c2ccc(-c3ccc4ccccc4c3)s2)cc1` across the screens: 100 | 105 | 104 | 79 | 71 | 98 | 94 | 100
`O=C(c1ccc(Cl)cc1Cl)C(Cl)Cl` across the screens: 100 | 113 | 106 | 105 | 99 | 108 | 89 | 115

New compounds follow.
SMILES	M14	EKVX	SK-MEL-2	HOP-92	A549/ATCC	HOP-62	SK-MEL-5	SK-MEL-28
NS(=O)(=O)c1ccc(NC(=O)/C(=C\c2ccc(Cl)cc2Cl)NC(=O)c2ccccc2)cc1	102	100	95	87	105	96	90	110
CC(C)CC(NCc1ccccc1)C(=O)O (stereo unspecified)	119	nt	122	92	94	101	nt	98
Nc1ccccc1-c1ccccc1N	99	nt	113	nt	85	106	99	109
O=C(O)C1C2CCC1C(O)C2 (stereo unspecified)	95&99	110	96&98	98&108	100&102	112&88	110&101	110&104
O=C(C(=O)c1cccnc1)c1cccnc1	96	110	nt	103	111	98	105	135
CCOC(=O)c1ccc(Nc2nc(-c3ccc(NC(C)=O)cc3)cs2)cc1O	63	62	85	81	70	74	15	79
Clc1ccc(COc2ccc(Nc3ncnc4c3sc3ncccc34)cc2)cc1	97	nt	nt	93	102	100	102	106
CCCSc1ccc(NC(=S)Nc2ccc(OCCC(C)C)cc2)cc1	100	116	101	87	88	99	93	114
Cn1c(=O)c2c(c3ccccc31)OC(N)=C(C#N)C21C(=O)c2ccccc2C1=O	87	86	107	93	96	80	95	104
CC1=CCC(OC(=O)C(C)(O)CCC(O)(C(=O)OC2(C(C)C)CCC3(C)C(C2)[O+]3c2ccc(C(C)C)cc2)C(C)C)(C(C)C)CC1 (stereo unspecified)	109	94	111	105	96	116	94	98
CCCCN1CC(Br)C(=O)NC1=O (stereo unspecified)	78&75	99&110	77&105	94&101	100	103	65&89	106&108
COc1ccc(/C=C/C(=O)c2c(OC)cc(OC)c(OC)c2O)cc1	13	87	82	nt	79	100	77	11
COC1C/C(=N\OC(C)=O)C2OC(c3ccccc3)OCC2O1 (stereo unspecified)	104	nt	nt	113	102	101	110	100
CS(=O)c1nc2ncc([N+](=O)[O-])c(=O)n2[nH]1 (stereo unspecified)	101	101	109	100	97	100	101	106
CCOC(=O)c1sc(N)nc1-c1ccccc1	100	nt	96	nt	101	88	100	109
COc1ccc(/C=C/C(=O)c2ccc(NC(=O)CSc3nc(-c4cc(OC)c(OC)c(OC)c4)c(C#N)c(=O)[nH]3)cc2)cc1OC	88	111	115	71	86	83	96	100
Clc1ccc(Cn2cc(-c3nc4ccc(Br)nc4n3Cc3ccc(Cl)cc3)c3cccnc32)cc1	90	78	89	65	96	83	74	nt
O=C(O)CSC(=S)SCC(=O)O	92	91	117	91	105	90	100	nt

In a second layout: entries from further up
Every second line gives: M14	EKVX	SK-MEL-2	HOP-92	A549/ATCC	HOP-62	SK-MEL-5	SK-MEL-28
- COc1cc(Cl)cc(-c2nn(-c3cccc(NC(=O)Nc4ccc(Cl)c(C(F)(F)F)c4)c3)cc2-c2ccncc2)c1
→ 4.0*	nt	-34*	nt	5.2*	13	-71*	24
- O=C(CS(=O)(=O)c1ccccc1)c1cc2ccccc2o1
→ 97&112	94	108&103	80&78	103&95	107&100	98&100	97&105

Single values from the list:
Result for COc1ccc(/C=C/C(=O)c2c(OC)cc(OC)c(OC)c2O)cc1 under SK-MEL-5: 77
Result for Cn1c(=O)c2c(c3ccccc31)OC(N)=C(C#N)C21C(=O)c2ccccc2C1=O under SK-MEL-28: 104
Result for CC1=CCC(OC(=O)C(C)(O)CCC(O)(C(=O)OC2(C(C)C)CCC3(C)C(C2)[O+]3c2ccc(C(C)C)cc2)C(C)C)(C(C)C)CC1 (stereo unspecified) under SK-MEL-5: 94
Result for CCCSc1ccc(NC(=S)Nc2ccc(OCCC(C)C)cc2)cc1 under SK-MEL-28: 114

Screening results as filed in PubChem.
